Screens deposited in PubChem BioAssay by Broad Institute.
INS-1E GSIS act – primary screen for activators of insulin secretion dependent on glucose, INS-1E cells, GLuc reporter luminescence; 0.61% of 370,000 active; INS-1E GLuc reporter insulin secretion, 2-3 h; AID 743287; activation, % at 16.6 µM;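 active = lowest replicate activation of at least 40%, so every replicate reaches that level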;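 note: 0% = median of neutral control wells and 100% = median of IBMX positive control wells; some compounds called inactive have numbers as strong as hits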
Cneo AK release – causes C. neoformans cell lysis. adenylate kinase release luminescence, 4 h; normalised: neutral wells 0, clomiphene wells 100. lysis activity, % at 15 µM. 0.2% of 360,000 active;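 active = mean lysis activity across replicates of at least 80%, whatever share of replicates individually reach that level; inactive = mean lysis activity below 80%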
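read-out = cell lysis signal | test system = log-phase Cryptococcus neoformans yeast cells | input = cells at 5 × 10^6 per mL | medium = fresh YPD growth medium | signal = luminescent adenylate kinase detection reagent | timing = 4 h at 37 °C static, read 1 h later | dosing = single dose | controls = Clomiphene as positive lysis control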
LGR2 inh – blocks bursicon-induced cAMP signaling via Drosophila LGR2; AID 720647; inhibition, % at 9.99 µM; HEK293 LGR2, CRE-luciferase, bursicon-stimulated, 4 h; 0.35% of 380,000 active;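 active = drop in luminescence signal, shown as inhibition above about 50% in the replicate tests, limit read from the data, passing the limit was not always enough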;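 note: agonist challenge used bursicon conditioned medium at about half maximal strength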
ARNT-TACC3 inh – ARNT/TACC3 interaction disruption; 0.66% of 390,000 active; AlphaScreen His-ARNT PAS-B/GST-TACC3 binding, luminescence; TACC3 fragment carries E629A point mutation; Q9Y6A5; inhibition, % at 9.99 µM;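 active = mean inhibition of replicates at least 50% and at least half of replicates each reaching 50%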;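 note: 0% = complete ARNT plus TACC3 wells and 100% = ARNT alone without TACC3; many hits fall short of the cut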
PglD inh – PglD (C. jejuni) enzyme inhibition | purified PglD enzyme, DTNB colorimetric CoA detection | inhibition, % at 12.5 µM | 0.098% of 360,000 active | AID 602405; in the data active = inhibition above about 16%, passing the limit was not always enough; note: strong numbers were not always called active
PAX8 reporter – lowers PAX8-driven luciferase in RMG-I cells | RMG-I TPO-luciferase reporter, SteadyGlo, 24 h | inhibition, % at 12.6 µM | 1.2% of 360,000 active | AID 652154;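 active = mean replicate inhibition at least 60% with every replicate also reaching 60%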;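 note: luciferase light reporting Pax8 driven TPO promoter activity; plate controls were median of neutral control wells for no effect and mitoxantrone controls for full effect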
PGC1a acetyl inh – PGC1a acetylation modulation, inhibitor mode; U2OS PGC1a acetylation, AlphaScreen anti-acetyl-lysine; with virally co-expressed GCN5 acetyltransferase; 0.17% of 350,000 active; inhibition, % at 15.6 µM;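 active = every replicate shows inhibition of at least 40%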;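 note: 0% = neutral control wells and 100% = positive control wells; some results beyond the cut were filed as inactive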
Statin myotox sup – protects C2C12 myotubes from simvastatin toxicity; 0.78% of 330,000 active; rescue of ATP level, % at 7.49 µM; ATP luminescence, 48 h; scaled: DMSO 0, geranylgeraniol control 100;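 active = mean ATP rescue above about 67%, or every replicate alone reaching that limit, limit read from the data, passing the limit was not always enough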;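 note: myotubes were challenged with 10 µM simvastatin during compound exposure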
Starred values were filed as active, the others as inactive; x = no result given.

SMILES	INS-1E GSIS act	Cneo AK release	LGR2 inh	ARNT-TACC3 inh	PglD inh	PAX8 reporter	PGC1a acetyl inh	Statin myotox sup
COc1ccc(Cl)cc1C1=NOC2(CCC2)C(=O)N1Cc1cccc(C#N)c1	-1.0	-2.6	9.0	x	-4.2	3.8	x	0.8
CO[C@@H]1CN(C)C(=O)c2cc(NC(=O)Nc3cccc(F)c3)ccc2OC[C@@H](C)N(C(=O)Nc2cccc(F)c2)C[C@H]1C	-3.9	-7.7	9.3	3.9	1.5	x	-15.9	-31.3
O=C(CC(F)(F)F)N1C[C@H]2[C@@H](c3ccccc31)[C@H](CO)N2C(=O)Cc1ccccc1	0.5	-1.7	-1.8	7.3	2.2	3.1	9.3	-13.0
O=C(CCC1CCCCC1)Nc1ccc(C(=O)c2ccncc2)cc1	-14.4	1.8	-20.4	0.0	-0.5	7.0	-1.1	5.5
COCC(=O)N1[C@@H]2CN(C(=O)NC(C)C)c3ccccc3[C@@H]2[C@@H]1CO	21.2	-1.2	7.1	-2.3	-3.2	-10.9	3.1	-8.1
O=C(Nc1ccc2c(c1)OCO2)C1CCCN1C(=O)NCc1ccccc1 (stereo not given)	x	-1.5	x	25.5	-2.7	x	-2.6	2.7
COc1ccc(OCC(=O)Nc2nc3ccccc3[nH]2)cc1	x	-13.4	x	-0.3	1.4	x	4.2	74.4*
C[C@@H]1CN([C@H](C)CO)C(=O)c2cc(NS(=O)(=O)c3cn(C)cn3)ccc2O[C@H]1CN(C)Cc1ccc(Cl)c(Cl)c1	-6.1	1.3	-7.1	-6.2	-1.2	1.8	3.3	17.2
CN(C)C(=O)c1cccc(-c2ccc([C@H]3[C@H](CO)N4CCCCN(C(=O)C5CCC5)C[C@@H]34)cc2)c1	-7.4	0.5	-12.9	-8.2	-2.6	-29.0	0.5	x
COc1ccccc1N1CCN(/N=C/c2cc(OC)c(OC(C)=O)c(OC)c2)CC1	x	0.1	10.4	-1.5	-2.5	21.8	x	22.0
O=C(CSc1ncccn1)Nc1ccc(Cl)c(S(=O)(=O)N2CCOCC2)c1	x	-0.1	23.9	3.9	2.5	0.8	1.7	-10.8
Cc1ccc(N(CC(=O)NCC2CCCO2)S(=O)(=O)c2ccc(Cl)cc2)cc1C (stereo not given)	6.3	2.1	9.8	-3.8	2.8	x	x	16.5
CCOC(=O)CSc1nnc([C@H](Cc2ccccc2)NC(=O)OC(C)(C)C)o1	x	4.4	x	-12.6	-4.6	x	-7.6	0.6
COC(=O)CCSCC(=O)Nc1ccc(C)c(S(=O)(=O)N2CCCCC2)c1	-13.4	0.8	9.4	-2.8	10.6	13.0	-10.4	1.7
Cc1ccccc1C1NS(=O)(=O)N=C1N (stereo not given)	x	-0.6	x	-4.5	-1.5	2.7	-1.6	-1.5
Cc1cccc(N2C(=O)CC(N3CCN(C(=O)c4ccccc4)CC3)C2=O)c1 (stereo not given)	x	-2.8	x	10.1	-3.9	x	x	-0.3
CN(CC(=O)Nc1cccc(F)c1)C(=O)c1ccc(N2CCCC2)c([N+](=O)[O-])c1	-37.7	1.5	15.8	-0.6	1.8	2.4	1.2	-3.3
COc1ccccc1S(=O)(=O)N[C@H]1CC[C@@H](CCNC(=O)C2CCOCC2)O[C@H]1CO	4.2	45.1	9.2	4.0	0.9	x	-2.1	10.0
O=C1CN(C(=O)CNC(=O)c2cccc(Cl)c2)c2ccccc2N1	6.1	x	-8.7	-9.3	x	-1.3	x	x
C[C@@H]1CN([C@H](C)CO)C(=O)c2cc(NC(=O)CCCCCC(=O)Nc3ccccc3N)ccc2O[C@H]1CN(C)Cc1ccncc1	-3.3	x	-8.4	x	x	-10.6	8.6	x
CCOc1cc(C2C3=C(CCCC3=O)N(CCC(=O)O)C3=C2C(=O)CCC3)ccc1OS(=O)(=O)c1ccc(C)cc1	-1.3	1.9	-15.4	8.2	0.9	13.3	x	x
O=C(NCCc1ccccc1)C1CCN(C2CCN(C(=O)CC3=CCCCC3)CC2)CC1	7.2	-0.2	12.4	-4.8	-2.2	4.0	-2.6	-6.4
Cc1c(C2(c3c(C)n(C)n(-c4ccccc4)c3=O)C(=O)Nc3ccc(F)cc32)c(=O)n(-c2ccccc2)n1C	x	-0.1	x	-6.8	2.4	x	-2.9	15.7
CCSCCC(NC1=CC(=O)CC(C)(C)C1)C(=O)O (stereo not given)	x	-0.1	x	-13.5	-2.3	x	7.2	-15.4
Cc1c2c(nc3nnnn13)CCCC2	5.7	3.3	19.1	-10.6	3.7	11.5	11.3	0.2

Profiles, quoted from the list:
COC(=O)CCSCC(=O)Nc1ccc(C)c(S(=O)(=O)N2CCCCC2)c1 is listed as INS-1E GSIS act: -13.4; Cneo AK release: 0.8; LGR2 inh: 9.4; ARNT-TACC3 inh: -2.8; PglD inh: 10.6; PAX8 reporter: 13.0; PGC1a acetyl inh: -10.4; Statin myotox sup: 1.7
Cc1c2c(nc3nnnn13)CCCC2 is listed as INS-1E GSIS act: 5.7; Cneo AK release: 3.3; LGR2 inh: 19.1; ARNT-TACC3 inh: -10.6; PglD inh: 3.7; PAX8 reporter: 11.5; PGC1a acetyl inh: 11.3; Statin myotox sup: 0.2
COc1ccc(Cl)cc1C1=NOC2(CCC2)C(=O)N1Cc1cccc(C#N)c1 is listed as INS-1E GSIS act: -1.0; Cneo AK release: -2.6; LGR2 inh: 9.0; ARNT-TACC3 inh: x; PglD inh: -4.2; PAX8 reporter: 3.8; PGC1a acetyl inh: x; Statin myotox sup: 0.8

The list goes on:
SMILES	INS-1E GSIS act	Cneo AK release	LGR2 inh	ARNT-TACC3 inh	PglD inh	PAX8 reporter	PGC1a acetyl inh	Statin myotox sup
CCC1(C)CC(C(N)=S)CCO1 (stereo not given)	13.9	x	-14.3	-3.2	x	-7.7	6.9	-11.0
CC1=C2[C@@H](c3ccccc3)OB(O)C[C@@H]2n2c(=O)n(-c3ccccc3)c(=O)n2C1	x	65.2	x	20.5	2.0	-15.8	-21.9	x
COc1cccc(-c2cnc3c(c2)C(=O)N([C@@H](C)CO)C[C@H](C)[C@@H](CN(C)C(=O)Nc2ccccc2F)O3)c1	-13.8	-6.7	1.4	-7.1	0.1	x	-8.9	15.4
CC(CCc1ccccc1)NC(=O)COC(=O)c1cccc2ccccc12 (stereo not given)	-37.2	3.3	-15.6	-7.4	-2.4	7.9	x	x
C[C@@H]1CN([C@@H](C)CO)C(=O)Cc2cc(NC(=O)Nc3ccc(C(F)(F)F)cc3)ccc2O[C@H]1CN(C)Cc1ccc(Cl)c(Cl)c1	-2.0	-3.3	13.3	21.1	0.5	103.8*	-6.2	-75.6
Cn1cnc2cc(NC(=O)COc3ccccc3)ccc21	3.6	x	-23.0	-0.1	x	-77.5	-1.3	8.4
O=C(NCC1CCCO1)c1ccc(S(=O)(=O)N2CCC(c3nc4ccc(Cl)cc4[nH]3)CC2)cc1 (stereo not given)	x	1.7	x	9.0	4.0	x	-0.6	-12.7
CCN1[C@@H]2Cn3c(ccc(-c4cccc(F)c4)c3=O)[C@H]1[C@@H](C(=O)NCCCN(C)C)[C@@H]2CO	16.0	1.1	-3.8	-6.1	2.4	x	x	9.9
CC1CCc2c(sc3ncn(CCO)c(=O)c23)C1 (stereo not given)	11.5	-2.7	-53.2	3.6	-3.2	-113.9	-9.1	7.8
CCOc1ccc(CCNC(=O)c2nn(C)c3c2CS(=O)(=O)c2ccccc2-3)cc1OCC	6.3	0.7	-14.7	17.3	3.0	16.7	5.4	-28.6
Cc1nnc(NC(=O)CSc2nnc(Cc3cccn3C)n2-c2ccccc2)s1	x	1.5	-24.9	0.6	-0.7	1.8	8.1	2.4
C[C@@H]1CN([C@@H](C)CO)C(=O)Cc2cc(NC(=O)Cc3cn(C)c4ccccc34)ccc2O[C@@H]1CN(C)C	-1.8	-3.7	11.3	-7.3	-1.4	0.0	-5.5	-1.9
O=C(N/N=C/c1cn(-c2ccccc2)nc1-c1cc2ccccc2o1)c1c[nH]c2ccccc12	-5.2	x	-116.4	3.9	x	-168.9	-12.0	x
O=C(Nc1cccc(Cl)c1Cl)c1csc([C@@H]2O[C@H](CO)[C@@H](O)[C@H]2O)n1	-10.8	3.2	-30.6	x	1.5	-64.1	9.2	-12.8
C[C@@H]1CN([C@@H](C)CO)C(=O)Cc2cc(NS(=O)(=O)c3cccs3)ccc2O[C@@H]1CN(C)S(=O)(=O)c1ccc(Cl)cc1	-8.3	x	-12.3	x	x	-21.5	-9.7	x
COc1ccc(C(=O)CC(=O)C(=O)Nc2ccccc2OC)cc1	-13.9	-0.3	-13.2	22.7	-124.2	15.6	3.2	0.1
C/C=C/c1ccc([C@@H]2[C@@H](C#N)N(S(=O)(=O)c3cccc(F)c3)[C@@H]2CO)cc1	1.2	108.5*	0.6	2.3	2.3	9.2	6.9	-35.3
COCc1cc(C)n(CC(=O)Nc2ccc(Cl)cc2Cl)c(=O)c1C#N	x	3.2	x	-10.5	3.3	-2.6	-0.6	-3.4
CN1CCC/C1=C1/C(=O)N(c2ccccc2)N=C1NC(=O)Nc1cccc(Cl)c1	-7.4	x	13.5	3.0	x	-0.5	x	x
CN1C(=O)c2cc(NC(=O)C3CCOCC3)ccc2OC[C@@H]2O[C@@H](CC(=O)NCCc3ccncc3)CC[C@@H]21	-7.4	-0.9	3.1	1.6	-3.2	-23.2	x	-10.6
COc1ccc2c(c1)CCc1c-2nc2ccccc2c1N1CCOCC1	2.0	x	-19.7	-13.3	x	2.9	6.1	-0.3
CC1=C(C)[N+](=O)C2(O)CCCCC2(C)N1[O-] (stereo not given)	-3.9	1.6	-9.3	-0.7	-6.9	x	43.7	17.9
O=C(O)c1c(N2CCCCC2)ccc([N+](=O)[O-])c1N1CCCCC1	9.9	x	-9.5	1.5	x	-23.1	x	x
Cc1ccnn1-c1ccc(C(=O)NCc2ccccc2CN2CCOCC2)cc1	x	x	9.3	x	x	-9.9	12.6	-5.2
CCOC(=O)C1=CN(Cc2cccc(-c3cccnc3)c2)S(=O)(=O)N(CC)C1C (stereo not given)	-32.2	1.1	22.2	-23.2	3.4	-14.2	-9.4	2.2

Next part
SMILES	INS-1E GSIS act	Cneo AK release	LGR2 inh	ARNT-TACC3 inh	PglD inh	PAX8 reporter	PGC1a acetyl inh	Statin myotox sup
O=C(Nc1cc(F)ccc1F)C1CCCN(c2ncnc3c2nc2n3CCCCC2)C1 (stereo not given)	-22.2	-0.3	12.0	x	-0.7	24.4	-4.0	-1.3
C[C@H]1CN([C@@H](C)CO)C(=O)c2cc(-c3ccc(F)cc3)cnc2O[C@H]1CN(C)C(=O)Nc1ccccc1F	-4.3	2.3	4.4	11.5	1.1	x	-5.8	5.0
CCOc1ccc(OCC)c(-c2c(=O)n(OCc3ccc(Cl)cc3)c3ccccc3[n+]2[O-])c1	-44.9	-1.8	9.0	0.8	2.6	x	-11.6	20.3
CC(C)C#Cc1cnc2c(c1)C(=O)N([C@H](C)CO)C[C@H](C)[C@@H](CN(C)Cc1cncnc1)O2	6.6	-3.1	-0.4	6.6	-3.6	-13.6	3.3	-0.5
Cc1cc(=O)[nH]c2ccc(S(=O)(=O)N3CCOCC3)cc12	13.7	0.8	2.1	-8.1	-0.6	-5.7	1.4	6.2
CN(c1ccccc1)S(=O)(=O)c1cccc(C(=O)NCCc2c[nH]c3ccccc23)c1	19.6	0.7	4.2	1.1	0.3	9.1	-5.4	-9.8
CO[C@@H]1CN(C)C(=O)c2cc(NC(C)=O)ccc2OC[C@H](C)N(Cc2ccccc2F)C[C@@H]1C	2.2	0.8	10.9	0.3	-1.1	x	-4.3	-2.5
COc1ccccc1CC(=O)Nc1cccc2ccccc12	-18.7	-4.6	-3.5	-8.8	-0.3	-9.2	15.4	5.4
O=C(NC(=S)N1CCCC1)c1ccccc1F	17.8	5.0	1.2	-9.4	-0.7	-9.7	4.1	-0.7
